RNase H inhibition = RNase H inhibition, HIV 1 Gag Pol polyprotein, FRET biochemical assay, screening (AID 372). HIV-1 RT RNase H, FRET RNA/DNA substrate fluorescence; higher % means a stronger effect. inhibition, % at 10 µM; hits with a dose series show IC50 in µM. hit rate 0.77% among 100,000; in the data active = inhibition above about 50%
Numbers without * were called inactive.

SMILES,RNase H inhibition
CC1CN(C)C(C)CC1NCc1ccccc1 (stereo not drawn),1%
O=C(CSC(=O)c1ccccc1)Nc1cccc(C(F)(F)F)c1,0%
O=C(COc1ccc(Cl)cc1)NNC(=O)Cc1ccc(Cl)cc1,4%
Cc1nn(C(=O)c2ccc(F)cc2)c(C)c1Sc1ccc([N+](=O)[O-])cc1,5%
CS(=O)(=O)N1CCN(Cc2ccc(Br)cc2)CC1,7%
C/C(=N\Nc1cc(-c2ccccc2)nc(-c2ccccc2)n1)c1c(F)c(F)c(F)c(F)c1F,13%
CC(Sc1ccc(Cl)cc1)C(=O)NC1CC1 (stereo not drawn),0%
CCOc1ccc(-c2csc(/C(C#N)=C/Nc3ccc([N+](=O)[O-])cc3)n2)cc1,3%
CCOC(=O)C1=C(c2ccccc2)N=c2s/c(=C\c3ccc(O)c(OC)c3)c(=O)n2C1c1ccc(OC)cc1 (stereo not drawn),29%
CCOc1ccccc1Nc1nc(-c2sc(N)nc2C)cs1,33%
O=C(NC(=S)Nc1cccc(NC(=O)c2ccccc2Cl)c1)c1cccc(F)c1,12%
CCCC(=O)Nc1ccc(NC(=O)c2ccccc2OC)cc1,11%
N/C(Cc1cccc2ccccc12)=N\OC(=O)c1ccco1,16%
CCOc1ccc(C2C3(OC(c4ccc(Cl)cc4)C24C(=O)c2ccccc2C4=O)C(=O)c2ccccc2C3=O)cc1 (stereo not drawn),1%
O=C(CN(c1ccc(Cl)c(C(F)(F)F)c1)S(=O)(=O)c1ccccc1)N1CCOCC1,0%
CC(C)Oc1ccc(/C=C2\NC(=S)NC2=O)cc1,13%
C=CCc1cccc2cc(C(=O)Nc3c(C)n(C)n(-c4ccccc4)c3=O)c(=O)oc12,7%
CC(=O)Nc1cccc(-c2nc3cc(C)ccc3o2)c1C,9%
CC(C)OC(=O)c1c(-c2ccc(Br)cc2)csc1NC(=O)CCC(=O)O,12%
COc1ccc(COC(=O)NNC(=O)c2cccc(Cl)c2)cc1,12%
CC(=NC#N)C1=C(O)c2ccccc2C1=O,11%
COc1ccc(S(=O)(=O)N(CCc2ccccc2)CC(=O)Nc2ccc(F)cc2)cc1OC,15%
COc1ccc(-c2nc3cc(NC(=O)c4ccc(C)c([N+](=O)[O-])c4)ccc3o2)cc1,61%*
COc1ccc(-c2nnnn2C)cc1S(=O)(=O)Nc1cccc(C(F)(F)F)c1,0%
COc1cc(C)ccc1OCCOc1ccccc1Cl,25%
N#C/C(=C(/O)C(c1ccccc1)c1ccccc1)c1nc2ccccc2s1,10%
CC(=O)NC(c1ccc(N(C)C)cc1)c1c(O)ccc2ccccc12 (stereo not drawn),18%
O=C(O)c1ccc(NC(=O)c2cccc(F)c2)cc1,0%
O=C(c1coc2ccc(O)c(CN3CCOCC3)c12)C1CC1,0%
O=C(O)/C=C\C(=O)Nc1cccc(NC(=O)c2cccs2)c1,8%
CCN1C(=O)/C(=C/c2nc3ccccc3c(=O)n2-c2cccc(C)c2)c2ccccc21,17%
CC(=O)c1cccc(NC(=O)c2cnn3c(C(F)(F)F)cc(-c4cccs4)nc23)c1,0%
Cc1ccc(/C=N/NC(=O)C2(C)CC2(Br)Br)cc1 (stereo not drawn),10%
CCOC(=O)C1CCN(C(=O)C(c2ccccc2)c2ccccc2)CC1,0%
Brc1ccc(-c2ncc(-c3ccccc3)cn2)cc1,0%
CC(=O)Oc1ccc2nc(-c3ccc(C)c([N+](=O)[O-])c3)oc(=O)c2c1,45%
Cc1ccc(C(=O)Nc2cc(Cl)cc(Cl)c2)cc1,0%
CCc1ccc(-n2c(C)cc(/C=N\NC(=O)c3ccco3)c2C)cc1,15%
CC(=O)CC(=O)Nc1cccc(I)c1,8%
COC(=O)C1=C(C(=O)OC)SC(=C2C(=S)C(C)(C)N(C(=O)c3ccccc3F)c3ccccc32)S1,10%
O=C1NC(=S)NC(=O)C1=Cc1ccccc1OCCOc1ccc([N+](=O)[O-])cc1,17%
Cc1cc(-c2ccc(N=Cc3ccc(Cl)c([N+](=O)[O-])c3)c(C)c2)ccc1N=Cc1ccc(Cl)c([N+](=O)[O-])c1,7%
COc1ccc(/C=N/NC(=O)c2ccc(Br)o2)c(C(=O)O)c1OC,0%
CCc1c(C)c2c(C)nn(-c3ccccc3)c2[nH]c1=O,14%
COc1ccc(C2C(C(C)=O)=C(C)N=c3s/c(=C\c4cc(C)c(OC)cc4C)c(=O)n32)c(OC)c1 (stereo not drawn),3%
O=C1NN(c2ccc(Cl)c(Cl)c2)C(=O)/C1=C/c1ccc(Cl)c([N+](=O)[O-])c1,31%
Cc1ccc(N(CC(=O)Nc2ccc(C)c(Cl)c2)S(C)(=O)=O)cc1,10%
Cc1ccc2nc(-c3ccc(N)cc3)oc2c1,12%
CCCCc1ccc(-c2csc(/C(C#N)=C\c3sccc3C)n2)cc1,2%
COc1cc(CN2CCN(Cc3ccccc3)CC2)cc(OC)c1OC,0%
COc1ccc(CN2CCN(C3CCC(c4ccccc4)CC3)CC2)c(OC)c1 (stereo not drawn),4%
Cc1cc(Cl)ccc1NC(=O)/C(C#N)=C/c1ccc(OCC(N)=O)c(Br)c1,18%
CCCC(=O)Nc1sc2c(c1C(=O)OCC)CCCC2,6%
CCOc1cc(/C=C(\C#N)c2nc(-c3ccc(-c4ccccc4)cc3)cs2)ccc1O,15%
O=C(N/N=C/c1cc([N+](=O)[O-])ccc1O)Nc1ccccc1,3%
CCC(=O)Nc1cccc(NC(=O)COc2ccc(Br)cc2)c1,7%

Next compounds.
SMILES,RNase H inhibition
O=C(Oc1ccc2c(c1)oc(=O)c1ccccc12)C1CC1,15%
CC(=Nc1cc(Cl)ccc1Cl)c1cc(Cl)ccc1O,18%
Cn1c(=O)[nH]c2nc(-c3ccccc3)[nH]c2c1=O,7%
CCOC(=O)COc1ccc(/C=C2\C(=O)NN(c3ccc(Cl)c(Cl)c3)C2=O)cc1OC,13%
O=S(=O)(c1ccc(Oc2ccccc2)cc1)N1CCCCCC1,13%
Cc1cccc(-c2cc(C(=O)Nc3ccccc3C(N)=O)c3ccccc3n2)c1,13%
Cc1ccc(-c2nc3ncccc3o2)cc1NC(=O)C(C)C,3%
Cc1cccc(C(=O)Nc2ccc(NC(=O)/C=C/c3ccc(Cl)cc3Cl)cc2)c1,22%
COc1cccc(N(CC(=O)N2CCCC2)S(C)(=O)=O)c1,5%
CCN=C(NCC)SC1CC(=O)N(c2cccc(OC)c2)C1=O (stereo not drawn),3%
COC(=O)CSC1=NC(=O)/C(=C/c2cccc(OC)c2)S1,8%
COc1ccc2nc(NC(=O)CCc3ccccc3)sc2c1,11%
Cc1ccccc1-c1nc2cc(NC(=O)COc3ccc(Cl)cc3)ccc2o1,7%
CCOC(=O)c1ccc(NC(=S)NCCCc2ccccc2)cc1,10%
COc1ccc(S(=O)(=O)NNC(=O)c2ccc(F)cc2)cc1,4%
COc1cc(C(=S)N2CCOCC2)ccc1OCc1ccccc1,24%
Cc1cccc(OCCC(=O)Nc2cccc(C(F)(F)F)c2)c1,28%
Cc1cccc(NC(=O)c2cc3ccccc3cc2O)c1C,17%
CC(C)c1ccc(N(CC(=O)Nc2ccc(Oc3ccccc3)cc2)S(C)(=O)=O)cc1,12%
COc1cccc(N2C(=O)CC(SCC(=O)Nc3ccc(Cl)cc3)C2=O)c1 (stereo not drawn),5%
COc1cc(/C=C(\C#N)C(=O)c2ccccc2)cc(OC)c1OC,16%
O=C1CC(N2CCOCC2)C(=O)N1CCc1ccccc1 (stereo not drawn),13%
CSCCOC(=O)COc1ccc(/C=N/NC(=O)c2ccc(CN3CCOCC3)cc2)cc1,0%
O=C(Nc1ccc(Cl)c(NC(=O)c2ccc(Cl)cc2Cl)c1)c1cccs1,0%
O=C(/C=C/c1cccc([N+](=O)[O-])c1)c1ccc(NC2=C(N3CCCCC3)C(=O)c3ccccc3C2=O)cc1,11%
O=C(O)CCCN1C(=O)/C(=C/c2ccccc2Cl)SC1=S,9%
C=CCc1ccc(OCCCOc2c(Cl)cccc2Cl)c(OC)c1,42%
c1ccc(Nc2ncnc3c2oc2ccccc23)cc1,17%
Cc1ccc2oc3cc(NCCCN(C)C)c4c(=O)c5ccccc5c(=O)c4c3[nH]c2c1,9%
O=C(Cn1cnc([N+](=O)[O-])n1)Nc1cccc2ccccc12,3%
CCC(CC)NC(=O)CC(c1ccccc1)c1ccccc1,11%
Cc1ccc(-c2nc3ccccc3s2)cc1NC(=O)Cc1ccc(Cl)cc1,19%

A draw from above in order of formula weight, descending.
SMILES,RNase H inhibition
C/C(=N\Nc1cc(-c2ccccc2)nc(-c2ccccc2)n1)c1c(F)c(F)c(F)c(F)c1F,13%
O=C(O)/C=C\C(=O)Nc1cccc(NC(=O)c2cccs2)c1,8%
COc1ccc2nc(NC(=O)CCc3ccccc3)sc2c1,11%

(next part)
SMILES,RNase H inhibition
COc1ccc(NC(=O)COc2ccc(Br)cc2Cl)c([N+](=O)[O-])c1,9%
CC(C)C(=O)Nc1ccc(O)c(-c2nc3ccccc3s2)c1,4%
COc1ccc2c(c1OC)C(=O)OC2Nc1ccc(I)cc1 (stereo not drawn),0%
Cc1ccc(N/C(CSC(N)=O)=N\S(=O)(=O)c2ccccc2)cc1,4%
CC(=O)N(C)c1ccc(NC(=O)/C=C\C(=O)O)cc1,3%
Cc1ccnc(SCC(=O)N2c3ccccc3CCc3ccccc32)n1,26%
COC(=O)C1=C(C(=O)OC)SC(=C2C(=S)C(C)(C)N(C(=O)c3ccc(C)cc3)c3ccc(C)cc32)S1,22%
Cc1oc(/C=N/NC(=O)CC2(C)OCCO2)cc1Br,10%
CC(C)CCc1c(O)nc(SCCN2CCOCC2)n(-c2ccccc2)c1=O,0%
COc1ccc(-c2csc(Nc3ccccc3OC)n2)cc1,9%
O=C(N/N=C/C1CC=CCC1)c1ccc(Cl)cc1O (stereo not drawn),4%
Cc1ccc(C(=O)NC(=S)Nc2ccc(Br)cn2)cc1C,36%
CCCc1ccc(OCC(O)CN2CCCC2)cc1 (stereo not drawn),0%
CCOC(=O)Oc1ccc2c(=O)c(-c3ccccc3OC)coc2c1,0%
CNC(=O)c1ccc(CN2CCN(Cc3ccccc3)CC2)cc1,0%
COC(=O)C1=C(C)N(C)C(C)=C(C(=O)OC)C1c1cccc(Cl)c1Cl,18%

Part of the list above, set out differently:
> CC(C)CCc1c(O)nc(SCCN2CCOCC2)n(-c2ccccc2)c1=O
  RNase H inhibition: 0%
> COc1ccc(-c2csc(Nc3ccccc3OC)n2)cc1
  RNase H inhibition: 9%
> O=C(N/N=C/C1CC=CCC1)c1ccc(Cl)cc1O (stereo not drawn)
  RNase H inhibition: 4%
> Cc1ccc(C(=O)NC(=S)Nc2ccc(Br)cn2)cc1C
  RNase H inhibition: 36%

Continuation.
SMILES,RNase H inhibition
Cc1cc(C)cc(Nc2nc(-c3ccc(S(=O)(=O)N4CCCC4)cc3)cs2)c1,8%
COc1cc(/C=C2/SC(=S)N(c3c(C)n(C)n(-c4ccccc4)c3=O)C2=O)c([N+](=O)[O-])cc1OC,5%
O=C(Nc1ncc(Cc2ccc(Cl)cc2Cl)s1)c1ccccc1I,9%
Cc1cc(C)c(-n2c(O)c(C=Nc3ccc(F)cc3)c(=O)[nH]c2=O)c(C)c1,20%
Clc1cccc(Cl)c1OCCCOc1cccc2cccnc12,35%
CC1(C)CC(=O)C2=C(C1)C(c1ccccc1I)Nc1c2ccc2ccccc12 (stereo not drawn),8%
O=C1CC(NCc2ccccc2)C(=O)N1c1ccc(Br)cc1 (stereo not drawn),40%
CCn1c(/C=C/N(C)c2ccccc2)[n+](CC)c2cc(Cl)c(Cl)cc21,14%
O=C1C(=Cc2ccc(-c3ccc(Cl)c([N+](=O)[O-])c3)o2)C(=O)c2ccccc21,4%
c1ccc(C2=Nc3cccc4cccc(c34)N2)cc1,9%
COc1ccc(S(=O)(=O)N(CC(=O)Nc2cccc(C(C)=O)c2)c2ccc(C)cc2)cc1OC,11%
Cc1ccc2oc(-c3ccc(Br)cc3)nc2c1,43%
O=C(NCCO)C(=O)Nc1nc(C23CC4CC(CC(C4)C2)C3)cs1,4%
Cc1ccc(SCCNC(=O)CN(c2ccccc2C)S(C)(=O)=O)cc1,0%
O=C(O)c1ccccc1/C=C1\SC(=S)N(c2cccc(C(F)(F)F)c2)C1=O,0%
O=C(Nc1ncc(Cc2ccc(Cl)c(Cl)c2)s1)c1ccccc1,9%
Cc1cc(OCCCNCCO)ccc1Cl,8%
CCOC(=O)c1ccc(N2NC(=O)/C(=C/c3ccc(O)cc3)C2=O)cc1,7%
COc1ccc(CNC(=O)C(=O)NN=C2CCC(C(C)(C)C)CC2)cc1 (stereo not drawn),11%
O=C(CCOc1ccccc1)Nc1ccccc1,0%
O=C(Nc1ccc(NC(=O)c2cc3ccccc3o2)cc1)c1ccc(Br)cc1,20%
Brc1ccccc1/C=N\N1CCN(c2ccccc2)CC1,15%
COc1ccc(N2C(=O)NC(=O)/C(=C\c3ccc(-c4ccccc4C(=O)O)o3)C2=O)cc1,8%
O=[N+]([O-])c1cccc(/C=N/Nc2nc(-c3ccccc3)cc(-c3ccc(Br)cc3)n2)c1,13%
COc1cc(/C=N/Nc2nc3ccccc3s2)cc(OC)c1,4%
O=C(Oc1cccc(/C=N/Nc2nc(N3CCOCC3)nc(N3CCOCC3)n2)c1)c1ccco1,8%
CCCCCC(C)NC(=O)C(CC)c1ccccc1 (stereo not drawn),0%

Screening results as filed in PubChem BioAssay.

These rows are one share of the data, so the mix of outcomes need not match the whole.
